SR-BI HDL uptake – inhibitors of SR-BI mediated HDL lipid uptake, primary screen, ldlA[mSR-BI] cells, fluorescence, single point; Scavenger receptor class B member 1 (Mus musculus), Q61009; AID 488896, 2010; 320,000 compounds, 0.96% hits; ldlA[mSR-BI] CHO cells, DiI-HDL uptake fluorescence, 3 h; inhibition, % at 12.5 µM;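 active means mean replicate inhibition of at least 70% and a set share of replicates each scoring 70 or more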;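 further: 0% = median of neutral control wells and 100% = median of positive control wells; values of inactives mirror those of a sister screen read the other way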
Target sequence (Q61009 whole entry, looked up): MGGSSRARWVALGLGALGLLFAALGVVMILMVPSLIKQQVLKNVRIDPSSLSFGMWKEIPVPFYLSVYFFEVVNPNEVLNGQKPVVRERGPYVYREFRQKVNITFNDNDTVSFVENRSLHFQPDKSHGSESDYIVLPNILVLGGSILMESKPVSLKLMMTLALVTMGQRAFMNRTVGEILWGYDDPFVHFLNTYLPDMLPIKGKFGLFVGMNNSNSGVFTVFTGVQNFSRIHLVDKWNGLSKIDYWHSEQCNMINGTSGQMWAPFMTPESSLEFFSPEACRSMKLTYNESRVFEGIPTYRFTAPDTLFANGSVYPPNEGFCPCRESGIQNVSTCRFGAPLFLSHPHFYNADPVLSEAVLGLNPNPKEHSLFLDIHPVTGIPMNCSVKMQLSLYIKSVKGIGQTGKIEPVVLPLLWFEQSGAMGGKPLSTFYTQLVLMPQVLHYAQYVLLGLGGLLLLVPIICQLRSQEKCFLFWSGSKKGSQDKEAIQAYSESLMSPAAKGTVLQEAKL
Arr AP2 block – inhibitors of beta-arrestin/AP2 binding, primary screen, biochemical, GPCR trafficking, flow cytometry | inhibition, % at 10 µM | 340,000 compounds, 0.31% hits | FITC-arrestin peptide / GST-AP2 beads; AP2 beta2 appendage carries R879A mutation;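 active means inhibition above a set limit, near 3 SD of compounds lacking own fluorescence, cut at about 54% in these data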;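 further: plate controls were DMSO wells for no effect and 5 µM unlabelled arrestin peptide for full effect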
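Measured by: flow cytometry, FL1 (488/535 nm); Material: AP2 appendage R879A on GSH beads; Evaluation: percent response; Timing: pre-incubation 12 min, peptide binding 1 h, room temperature; Also added: 50 nM FITC-arrestin peptide; Medium: PBS with 0.05% Tween 20 and 0.1% BSA.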
DSG3 Ab inh – inhibitors of pemphigus antibody binding to DSG3, primary screen, biochemical, bead-based, flow cytometry, scFv-GFP | DSG3-coupled beads, scFv-anti-DSG3-GFP binding; stronger effect = lower value | AID 588358, 2011 | binding (percent of control), % at 10 µM | Desmoglein-3 (Homo sapiens), P32926 | 310,000 compounds, 0.48% hits;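 active means binding more than 3 SD below its plate's average and above zero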; further: some compounds called inactive have numbers as strong as hits
NSD2 inh – NSD2 histone methyltransferase inhibitors, primary screen, biochemical, AlphaScreen, single concentration, set 2. 310,000 compounds, 0.54% hits. Histone-lysine N-methyltransferase NSD2 (Homo sapiens), O96028. NSD2 peptide methylation, 120 min. inhibition, % at 12.5 µM; in the data active means inhibition above about 50%
PKA-R1A act – activators of PKA-R1A holoenzyme, primary screen, biochemical, fluorescence polarization, Cy5-IP20, bovine R1A, mouse PKAc | 340,000 compounds, 0.083% hits | activation, % at 11.4 µM | PKA-R1A dissociation; scaled: DMSO 0%, 113 µM cGMP 100% | cAMP-dependent protein kinase type I-alpha regulatory subunit (Bos taurus) + …;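 active means percent activation above the mean of all tested compounds plus 3 SD, cut at about 19% in these data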;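 further: higher means more PKAc released from R1A so a rise in polarization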
CDK5 inh – inhibitors of human CDK5/p35 kinase, primary screen, biochemical, single concentration | Cyclin-dependent kinase 5 (Homo sapiens) + Cyclin-dependent kinase 5 activator 1 (Homo … | Recombinant CDK5/p35, ADP-Glo luminescence, 60 min | inhibition, % at 10 µM | 330,000 compounds, 0.01% hits | AID 488839, 2010;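 active means highest replicate inhibition of at least 50% and at least 75% of replicates reaching 50%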;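 further: plate controls were DMSO neutral control for no effect and GW8510 at 10 µM for full effect; many of its hits are not listed in these tables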
SUMO Mot1 rescue – yeast Mot1-301 growth rescue at high temperature, primary screen, SUMOylation pathway inhibitor project, S. cerevisiae, ATP luminescence, 38.5C | S. cerevisiae Mot1-301 growth rescue; percent above DMSO median, 100 means doubled | growth rescue, % at 18.8 µM | 320,000 compounds, 1% hits | AID 2716, 2010;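 active means every valid replicate shows activation above 250% relative to neutral control wells; inactive means the rest, any valid replicate at or below 250%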;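 further: OY570 slx delta 5 strain wells were the positive control but not used for scaling; some compounds called inactive have numbers as strong as hits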
PKA-R2B act – activators of PKA-R2B holoenzyme, primary screen, biochemical, fluorescence polarization, Cy5-IP20, human | activation, % at 11.4 µM | 340,000 compounds, 0.079% hits | PKA-R2B holoenzyme dissociation; R2B truncated from residue 108, S112A mutant; 0% DMSO only, 100% 113 µM cGMP | cAMP-dependent protein kinase catalytic subunit beta (Homo sapiens) + cAMP-dependent … | AID 504700, 2011;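 active means activation above a cutoff set at the mean over all compounds plus 3 SD, cut at about 18% in these data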;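 further: higher means more holoenzyme dissociation and a rise in polarization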
dFosB act – activators of delta FosB homodimer, primary screen, biochemical, fluorescence polarization, TAMRA-CDK5 oligo, single point | Protein FosB (Mus musculus), P13346 | 340,000 compounds, 0.99% hits | activation, % at 25 µM | purified delta FosB; percent of positive-control signal above neutral wells;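 active means mean activation above about 17%, with every replicate also reaching it, limit read from the data, passing the limit was not always enough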;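 further: fluorescence polarization rise as delta FosB binds a TAMRA Cdk5 AP-1 oligo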
Target sequence (P13346 whole entry, looked up): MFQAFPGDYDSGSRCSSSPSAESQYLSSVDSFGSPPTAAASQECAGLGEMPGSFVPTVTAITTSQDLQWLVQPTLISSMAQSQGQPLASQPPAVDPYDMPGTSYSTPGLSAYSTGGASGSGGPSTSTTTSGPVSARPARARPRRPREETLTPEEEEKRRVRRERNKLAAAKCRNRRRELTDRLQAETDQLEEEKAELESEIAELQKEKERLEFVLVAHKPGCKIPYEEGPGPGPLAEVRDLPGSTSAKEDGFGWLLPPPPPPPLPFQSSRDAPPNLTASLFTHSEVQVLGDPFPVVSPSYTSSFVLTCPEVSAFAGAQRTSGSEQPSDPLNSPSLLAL
SR-BI DiI-HDL act – activators of SR-BI mediated DiI-HDL uptake, primary screen, ldlA[mSR-BI] CHO cells, DiI fluorescence; 3 h; 100 = double the neutral-control signal; activation, % at 12.5 µM; 320,000 compounds, 0.096% hits;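 active means mean replicate activation of at least 60% and every replicate at or above 60%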;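 further: 0% = median plate neutral-control signal and 100% = twice that signal; values of inactives mirror those of a sister screen read the other way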
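Material: SR-BI-overexpressing, LDLR-lacking CHO cells | Dosing: Single compound concentration, delivered by pin transfer | Probe or stimulus: Labelled HDL, 10 µg/mL | Signal: Bottom-read cell fluorescence after medium removal, ex 550/em 595 nm | Schedule: 3 h, 37 °C | Evaluation: HDL uptake via cellular fluorescence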
MITF act – activators of MITF-driven TRPM1 promoter reporter, primary screen, cell-based, SK-MEL-5, luciferase, single point; SK-MEL-5 TRPM1-promoter luciferase, 24 h; % of positive control, neutral wells = 0; activation, % at 12.5 µM; 300,000 compounds, 0.75% hits; AID 588334, 2011;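 active means mean activation of at least 80% with every replicate also reaching 80%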;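 further: 0% = neutral control wells and 100% = parthenolide positive control wells; values of inactives mirror those of a sister screen read the other way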
Numbers without * were called inactive; nt = no result given. Rows are unselected; overall some 4.7% were active at least once.

SR-BI HDL uptake	Arr AP2 block	DSG3 Ab inh	NSD2 inh	PKA-R1A act	CDK5 inh	SUMO Mot1 rescue	PKA-R2B act	dFosB act	SR-BI DiI-HDL act	MITF act	SMILES
105*	0	125	-7	-8	0.9	12	-4	-10	-105	-70	Cn1nccc1C(=O)N/N=C/c1c(O)ccc2ccccc12
-7	18	102	-3	-7	0.0	-5	-4	-6	7	-2	COc1cccc(/C=N/n2c(SC)nnc2-c2ccccc2)c1O
0	-28	107	-3	0	0.3	6	4	-13	0	-4	Cc1ccccc1NC(=S)N(Cc1ccccn1)Cc1ccccc1Cl
34	22	97	-1	-3	1.4	10	-12	2	-34	-5	Cc1cc(C)cc(Oc2nc(C(F)(F)F)nc3ccccc23)c1
-3	-4	nt	1	-12	-0.2	-6	-1	-9	3	-2	COCCn1c(=S)[nH]c2cc(C(=O)N(CCO)Cc3ccccc3)ccc2c1=O
-21	37	98	0	7	0.5	-4	-14	-10	21	6	O=C(Nc1ccccc1-c1ccccc1)C1CCCN(c2ncccn2)C1 (configuration not stated)
18	21	109	1	-8	-0.1	303*	3	5	-18	-6	COC(=O)c1ccc(N2C(=O)CC(N(C)CCc3ccc(OC)c(OC)c3)C2=O)cc1 (configuration not stated)
-9	-1	73	nt	-2	-0.7	14	5	-8	9	2	CCc1nnc(NC(=O)C2CCN(S(=O)(=O)Cc3ccccc3)CC2)s1
7	-8	nt	-1	3	1.2	3	13	1	-7	-1	COc1ccc(CNC(=O)C2CCCN(c3nn4c(=O)cc(C)nc4s3)C2)cc1 (configuration not stated)
nt	3	109	-7	-6	0.5	14	-6	-13	nt	13	COc1ccc(-c2csc(Nc3ccccc3)[n+]2Cc2ccccc2)cc1
-19	-5	102	3	-8	1.1	nt	-9	-14	19	-31	Cn1c(=O)c2[nH]c(Cc3cccc4ccccc34)nc2n(C)c1=O
11	21	103	-2	-19	0.2	0	-1	-3	-11	1	COc1ccc(CCNC(=O)C(=O)NCc2ccc(C)cc2)cc1OC
-14	9	94	0	4	-0.5	-3	6	-6	14	nt	Cc1cccc2cc(COC(=O)C(C)(C)C)c(=O)[nH]c12
-14	-1	108	2	-9	-1.0	10	-9	-9	14	nt	CCC(CC)COC(=O)C1=C(C)NC(=O)NC1c1ccc([N+](=O)[O-])cc1 (configuration not stated)
-6	0	105	-1	-15	-1.6	79	7	-12	6	60	O=C(Nc1ccon1)c1sc2ccccc2c1Cl
6	0	107	5	-10	0.9	-28	0	-2	-6	-7	COc1ccccc1N1CCN(C(CNC(=O)c2ccc3c(c2)OCO3)c2cccnc2)CC1 (configuration not stated)
40	-3	97	-1	-2	0.5	-12	1	-13	-40	8	CC1Cc2ccccc2N1C(=O)CSc1nnc(-c2ccc(S(=O)(=O)N3CCCC3)cc2)n1C (configuration not stated)
-5	-18	95	0	-9	-1.3	-3	4	8	5	-4	CCCOC(=O)C1C2C=C[C@]3(CN(CCc4ccccc4)C(=O)[C@H]13)O2 (some centres not stated)
-23	-10	104	-1	3	0.8	-6	1	-6	23	14	COc1cccc(C(=O)O/N=C(\C)c2cnccn2)c1
48	-5	97	5	1	0.0	-3	8	1	-48	5	COc1cc(CCC(=O)Nc2ncc(C)s2)cc(OC)c1OC
9	5	94	22	-11	17	-21	-3	0	-9	26	O=C(Nc1ccc(C(=O)N2CCCCC2)cc1)c1cccs1
43	13	99	0	-1	0.8	12	-1	10	-43	0	COc1ccc(OCC(=O)Nc2ccc3c(c2)nc2n3CCSC2)cc1
9	42	109	0	5	0.3	-3	0	-4	-9	-6	O=C1c2ccncc2C(=O)N1Cc1cccc(Cl)c1
-3	-18	98	1	-5	1.5	-21	2	1	3	-14	NC(=O)CSc1nnc(-c2ccccc2)c(-c2ccccc2)n1
5	8	96	-2	0	1.2	-2	-6	-9	-5	14	CCC(C)c1ccc(NC(=S)NC(C)C2CCCO2)cc1 (configuration not stated)
7	0	102	-7	3	-2.1	nt	-12	3	-7	-9	O=C(c1ccccc1)c1nc[nH]c1C(=O)Nc1ccccc1
-1	-7	100	-1	13	0.8	-1	1	-7	1	10	CCOC(=O)c1c(C)[nH]c(C(=O)COC(=O)c2ccccn2)c1C
3	6	111	4	-1	1.7	-28	2	-4	-3	1	Cc1cc(C)cc(Oc2ccc(S(=O)(=O)N3CCN(C)CC3)cn2)c1
-8	3	97	2	-4	-0.5	-24	-7	-6	8	-3	COc1cc2ccnc(Cc3cccc(OC)c3OC)c2cc1OC
-5	-6	79	8	-8	3.3	2	0	-5	5	2	CCN(CC)S(=O)(=O)c1cccc(-c2n[nH]c(=S)n2/N=C/c2ccc(OC(F)F)cc2)c1
36	-16	100	4	6	0.6	-9	1	-6	-36	-6	CCOc1ccc(CCNC(=O)c2cc3c(s2)CS(=O)(=O)C3)cc1OCC
nt	24	nt	5	-1	-0.2	2	6	-12	nt	4	COc1ccc(N2CCN(C(=O)CN(C)S(=O)(=O)c3cccs3)CC2)cc1
-24	12	107	3	-2	1.2	12	4	-2	24	7	CCS(=O)(=O)N1CCN(C(=O)c2ccco2)CC1
-17	13	99	0	-1	0.7	593	6	-2	17	6	CC(C)(C)NC(=O)C(c1ccc(F)cc1)N(Cc1cccs1)C(=O)c1ccc(CN2CCOCC2)o1 (configuration not stated)
16	-1	92	13	-15	-1.2	10	3	5	-16	7	CC(OC(=O)C1=COCCO1)C(=O)c1ccc(Br)cc1 (configuration not stated)
-2	19	99	-3	0	4.6	-7	1	-2	2	5	COc1cccc(NC(=O)CC2C(=O)NC3CCCCC3N2C(=O)c2ccc(F)cc2)c1 (configuration not stated)
-6	-4	101	-5	-9	1.2	-3	-11	3	6	48	COc1cccc(CNc2cnc3ccccc3c2)c1O
nt	25	96	-3	3	-3.7	13	-2	11	nt	-8	O=C(N/N=C/c1ccc(-c2ccc(Cl)c(C(=O)O)c2)o1)c1cc2c(ccc3ccccc32)o1
-14	2	113	-2	-3	0.4	-1	-2	-1	14	28	CCOC(=O)N/N=C/c1ccc(F)cc1F
-1	32	93	4	-12	2.8	-7	2	2	1	38	O=C(Nc1ccc2c(c1)OCCO2)c1ccccc1
2	-7	103	2	4	-0.4	165	-2	0	-2	-32	Cc1[nH]nc2c1C(c1cc(Br)cs1)C(C#N)=C(N)O2 (configuration not stated)
7	0	nt	-1	5	0.7	2	13	-1	-7	8	COc1cccc(NC(=O)CSCC(=O)Nc2ccccc2)c1
-6	15	100	1	-5	-5.0	197	-7	1	6	-12	Cc1nn(C(C)C(=O)NC2C(=O)N3C(C(=O)O)=C(CSc4nnnn4C)CSC23)cc1Cl (configuration not stated)
40	-3	107	-11	-12	-0.5	166	-17	7	-40	8	CCCn1nc(NC(=O)c2ccco2)c2cc3ccc(C)cc3nc21
6	-15	102	0	2	-1.4	9	-2	-6	-6	-13	Cc1cccn2c(=O)c(C(=O)NCCCN3CCCCC3C)c(O)nc12 (configuration not stated)
49	6	98	2	6	-0.3	22	10	-12	-49	-12	COc1ccccc1NC(=O)CSc1nnc(Cc2cccn2C)n1CCc1ccccc1
nt	2	100	2	-5	1.4	14	-5	0	nt	-4	NC(=O)SC/C(=N\S(=O)(=O)c1ccccc1)Nc1ccccc1
10	13	102	3	-6	0.4	-9	-2	0	-10	-5	CCOc1ccc(NC(=O)CN(C)c2ccc(S(=O)(=O)N(C(C)C)C(C)C)cn2)cc1OCC
22	17	125	1	2	-0.9	1	-3	-8	-22	nt	CCc1ccc(NC(=O)CCc2ccc(CC)o2)cc1
6	-2	118	nt	-13	-1.1	3	-13	8	-6	0	Cc1ccc(NC(=O)/C(=C/c2cccc([N+](=O)[O-])c2)NC(=O)C2CCCCC2)c(C)c1
-10	5	105	nt	-7	1.8	-19	-2	0	10	-8	C[C@H]1C=CC(=O)O[C@H]1c1ccccc1
-20	-9	nt	nt	-5	1.0	5	-1	3	20	5	O=C(O)CCCC(=O)OCCc1cc2ccccc2c(=O)o1
-6	-11	100	1	3	-4.2	18	1	-2	6	-4	O=C(Nc1cccc(NC(=O)C2CCCO2)c1)C1CCCO1 (configuration not stated)
-15	-5	100	-2	4	-1.7	nt	7	-2	15	8	CC1CC(=O)NC(=O)N1Cc1ccccc1 (configuration not stated)
33	-1	106	2	8	-0.7	270	4	-7	-33	2	COc1ccc(NC(=O)c2cccc(-c3ccc(O)cc3)c2)cn1
-12	11	106	-2	-1	1.4	7	-17	-5	12	2	O=C(CN1C(=O)C2C3C=CC(C3)C2C1=O)Nc1cccc2c1CCCC2 (configuration not stated)
-13	9	116	-1	-25	-6.2	62	-8	1	13	2	CCOC(=O)c1cccc(S(=O)(=O)N2CCOCC2)c1
-22	-11	112	-1	-11	2.0	0	-3	-5	22	-3	Cc1ccc(OCCOCCN2CCCCC2)c([N+](=O)[O-])c1

Gathered by group, those above containing a tert-butyl group (2)
SR-BI HDL uptake	Arr AP2 block	DSG3 Ab inh	NSD2 inh	PKA-R1A act	CDK5 inh	SUMO Mot1 rescue	PKA-R2B act	dFosB act	SR-BI DiI-HDL act	MITF act	SMILES
-14	9	94	0	4	-0.5	-3	6	-6	14	nt	Cc1cccc2cc(COC(=O)C(C)(C)C)c(=O)[nH]c12
-17	13	99	0	-1	0.7	593	6	-2	17	6	CC(C)(C)NC(=O)C(c1ccc(F)cc1)N(Cc1cccs1)C(=O)c1ccc(CN2CCOCC2)o1 (configuration not stated)
